Source: PubChem BioAssay (National Center for Advancing Translational Sciences (NCATS))
S3 lipid droplet = qHTS Assay for Lipid Storage Modulators in Drosophila S3 Cells. Drosophila S3 cells, BODIPY lipid droplet fluorescence, 18-24 h; cells fed with added oleic acid. Potency in µM for hits, for the others lipid storage change, negative = inhibition, % at the top dose, mostly 46.1 µM. 320,000 tested, 0.64% active. AID 2685; active means well fitted inhibition curve with a large enough effect in the signal ratio, with a control signal flat, not every such curve was filed as active; inconclusive means small, poorly fitted or top-dose-only effect, or effect the other way, or a change in a side signal; the % refers to the signal ratio
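Laser-scanning cytometry quantifies lipid droplet accumulation (500–530 nm total intensity; droplet/cell object ratio) in oleic acid-fed (400 uM added) Drosophila S3 cells treated with a concentration series. 20 uM Triacsin C defined 100% inhibition.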
S3 lipid droplet cell count max = also measured in S3 lipid droplet; calls as there; cell number change, %; measured here: cell count max response;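 cells counted by Cell Tracker Red CMTPX staining in the red channel; peak over a dose series mostly up to 46.1 µM; percent activity relative to internal control wells on each plate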
Active calls of the source: *; i = inactive; ? = inconclusive; / = not tested or not shown. On the % scale 0 is the no-effect control and ±100 the full control effect; potency means the concentration at half of the fitted maximal effect.

compound | S3 lipid droplet | S3 lipid droplet cell count max
CN(CCO)c1ncnc2c1sc1nc(N3CCOCC3)c3c(c12)CCC3 | -5% | 23
COCCNC(=O)CCC1CCN(Cc2cccc(-c3ccc(C)o3)c2)CC1 | i | /
Cc1nn(-c2ccc(N3CCCCC3)nn2)c(C)c1CCC(=O)Nc1cccc(F)c1 | ? | /
O=C(O)CCC(=O)N1CCCC1 | ? | /
COc1ccc(CC(=O)NCc2n[nH]c(=S)n2-c2ccccc2)cc1 | ? | /
COc1cccc(NC(=O)COC(=O)C2CC3CCCC(C2)C3=O)c1 (stereo not drawn) | ? | /
O=C(Cn1ccc2ccccc2c1=O)N1CCN(c2cccc(Cl)c2)CC1 | ? | /
O=C(NCCc1nc2ccccc2[nH]1)c1ccc(Br)o1 | ? | /
COc1ccc(CNC(=O)C(c2ccco2)N(C(=O)c2snc(C(N)=O)c2N)c2ccccc2OC)cc1 (stereo not drawn) | ? | /
c1ccc(CSc2nnnn2-c2ccc3c(c2)OCCO3)nc1 | ? | /
O=C(CSc1nc2ccccc2c(=O)[nH]1)Nc1ccccc1C(F)(F)F | ? | /
COC(=O)c1sccc1NC(=O)/C=C/c1c(Cl)cccc1Cl | ? | /
COC(=O)CSc1nc2ncccc2[nH]1 | ? | /
Cc1cccc(C(=O)NCCCn2ccnc2)c1C | ? | /
CC1(C)OC(=O)C(=CNc2ccc(F)cc2)C(=O)O1 | ? | /
Cc1ccc(-c2nc3c(c(=O)[nH]c(=O)n3Cc3ccccc3)n2C)o1 | ? | /
Cc1ccc(C(=O)NC(NC(=S)Nc2ccc(S(N)(=O)=O)cc2)C(Cl)(Cl)Cl)cc1 (stereo not drawn) | ? | /
O=C(Nc1cccnc1)c1cccc(-c2cc3ccccc3oc2=O)c1 | ? | /
COC(=O)C1CCN(C(=O)c2cc3ccccc3oc2=O)CC1 | ? | /
N/C(=N\c1nc(CSc2ccc(Cl)cc2)cc(=O)[nH]1)Nc1cccc2ccccc12 | i | /
CCOC(=O)c1cc(CC)sc1NC(=O)CN1CCN(C(=O)c2ccco2)CC1 | ? | /
Cc1ccc(CN2CCN(/N=C/C(Br)=C\c3ccccc3)CC2)cc1 | 5% | 2
S=c1[nH]nc(-c2ccncc2)n1/N=C/C=C/c1ccco1 | 8% | 6
COc1ccc(S(=O)(=O)Nc2ccccn2)cc1OC | ? | /
COc1ccccc1NS(=O)(=O)c1cccc(C(=O)NN=C2CCCC2)c1 | 2% | 18

Profiles as entered above. Values in the order: S3 lipid droplet	S3 lipid droplet cell count max
`COCCNC(=O)CCC1CCN(Cc2cccc(-c3ccc(C)o3)c2)CC1` across the screens: i	/
`O=C(CSc1nc2ccccc2c(=O)[nH]1)Nc1ccccc1C(F)(F)F` across the screens: ?	/
`Cc1nn(-c2ccc(N3CCCCC3)nn2)c(C)c1CCC(=O)Nc1cccc(F)c1` across the screens: ?	/
`O=C(O)CCC(=O)N1CCCC1` across the screens: ?	/
`CN(CCO)c1ncnc2c1sc1nc(N3CCOCC3)c3c(c12)CCC3` across the screens: -5%	23

The main list resumes; the 5 compounds before the break are reprinted first.
compound | S3 lipid droplet | S3 lipid droplet cell count max
CCOC(=O)c1cc(CC)sc1NC(=O)CN1CCN(C(=O)c2ccco2)CC1 | ? | /
Cc1ccc(CN2CCN(/N=C/C(Br)=C\c3ccccc3)CC2)cc1 | 5% | 2
S=c1[nH]nc(-c2ccncc2)n1/N=C/C=C/c1ccco1 | 8% | 6
COc1ccc(S(=O)(=O)Nc2ccccn2)cc1OC | ? | /
COc1ccccc1NS(=O)(=O)c1cccc(C(=O)NN=C2CCCC2)c1 | 2% | 18
CC(NC(=O)C1C(=O)N(CCO)C2(C)CC1c1ccccc1O2)c1ccccc1 (stereo not drawn) | -2% | -20
CCS(=O)(=O)c1ccc(O)c(NC(=O)COc2ccccc2)c1 | 7% | -2
COc1ccc(N=C2CCS(=O)(=O)c3sccc32)cc1 | 19% | /
O=C(O)CC1(CC(=O)NCc2ccc(-c3cccs3)cc2)CCCCC1 | -4% | -14
CCC1(C(=O)O)NC(c2cccc(OC)c2O)C2C(=O)N(c3ccccc3)C(=O)C21 (stereo not drawn) | 4% | 1
COC(=O)Cn1c(CN2CCc3ccccc3C2)nc2c1c(=O)n(C)c(=O)n2C | ? | /
COC(=O)[C@@]1(Cc2ccc(OC)cc2)[C@H]2c3cc(C(=O)N(C)C)n(C[C@H](O)CO)c3C[C@H]2CN1C(=O)c1ccccc1 | ? | /
CCC(C(=O)NCc1ccco1)n1nc(C)c2c(C)n(-c3ccccc3)nc2c1=O (stereo not drawn) | ? | /
O=C(CCN(NC(=O)c1ccccc1)C1=NS(=O)(=O)c2ccccc21)NC1CCCCC1 | ? | /
O=[N+]([O-])c1cc(-c2ccc(/C=N/c3nc4ccccn4c3-c3ccco3)o2)ccc1Cl | ? | /
COc1cccc(/C=N/Nc2nc3ccccc3[nH]2)c1OC | -22% | 0
Cc1ccc(SCC2=NN(c3nc(C)cc(C)n3)C(=O)C2)cc1 | -1% | /
COc1ccc(Cn2ccnc2SCC(=O)Nc2cccc(NC(C)=O)c2)cc1 | -7% | 12
COC(=O)c1ccc(NC(=O)c2cccnc2)cc1 | 11% | 12
Cc1ccc(S(=O)(=O)Nc2cc(=O)[nH]c(SCC(=O)Nc3cccc(C)c3)n2)cc1 | ? | /
COCCOC(=O)c1c(NC(=O)COC(=O)c2ccc(C)o2)sc(C(N)=O)c1C | -24% | -10
COc1ccc(OC)c(S(=O)(=O)N2CCN(c3ccccc3)CC2)c1 | ? | /
Cc1ccc(OCC(=O)NNC(=S)NC(=O)C(C)(C)C)c(Br)c1 | -11% | /
CN(C)n1cccc1/C=C(\C#N)S(=O)(=O)c1cccc(Cl)c1 | ? | /
COC(=O)c1ccc(/C=C/c2c(-c3ccc(OC)cc3)oc3ccc(N4CCOCC4)cc23)cc1 | ? | /
Cc1cc(C)c2oc(C(=O)N3CCN(Cc4ccccc4)CC3)cc(=O)c2c1 | ? | /
CCOc1ccc(C(C(=O)NC2CCCC2)N(C(=O)CNC(=O)c2ccco2)c2cccnc2)cc1 (stereo not drawn) | ? | /
c1ccc(OCc2nnc3sc(C4COc5ccccc5O4)nn23)cc1 (stereo not drawn) | 4% | 4
Cc1ccc(-c2cn3c(=S)[nH]nc3s2)cc1 | ? | /
CCOC(=O)C1C(=O)CC(C)(O)C(C(=O)OCC)C1c1ccc(Br)cc1 (stereo not drawn) | -15% | -10
Cc1c(=O)n(OCc2cccc(F)c2)c2ccccc2[n+]1[O-] | ? | /
O=C1CC(c2cccs2)c2cc3c(cc2N1)OCCO3 (stereo not drawn) | ? | /
COc1ccc(-c2nc(SC)n(S(=O)(=O)c3ccccc3)n2)cc1 | 14% | -9
Cc1ccccc1N(C(=O)c1csnn1)C(C(=O)NC(C)(C)C)c1cccs1 (stereo not drawn) | 11% | /
O=C(NCc1ccccc1Cl)C1CCN(c2cnccn2)CC1 | ? | /
Cc1ccc(OCC(=O)Nc2ccccc2N2CCOCC2)c(C)c1 | ? | /
COc1ccccc1CCNC(=O)CCSc1nc(-c2ccco2)cc(C(F)(F)F)n1 | ? | /
COCC(=O)N(C)C1(c2nnnn2CCOC(=O)Nc2ccc(Cl)cc2)CCCCC1 | ? | /
C#CCOCCOCCOCCNc1nc(N2CCN(C(=O)CCCCCCCCCCNC(=O)[C@H]([C@@H](C)CC)n3cc(CCCCN=C(N)N)nn3)CC2)nc(N2CCN(C(=O)CCCCCCCCCCNC(=O)[C@H](CCCCN)n3cc(C[C@@H](C)CC)nn3)CC2)n1 | ? | /
O=C(CC1C(=O)NCCN1Cc1ccccc1)NCCCOc1cccnc1 (stereo not drawn) | ? | /
CN(C)c1oc(COc2ccc(F)cc2)nc1C#N | ? | /
Cn1c(SCC(=O)N2CCCC2)nc2ccccc21 | ? | /
O=C(Nc1ccc2c(c1)CCC2)c1cnc(Cl)c(Cl)c1 | i | /
CNC(=O)c1nnsc1S(=O)c1ccc(Cl)cc1 (stereo not drawn) | ? | /
CCNc1nc(Oc2ccc(C(=O)OC)cc2)nc(N2CCOCC2)n1 | 7% | -7
CC(=O)c1ccc(OCc2cc(C(=O)N3CCN4CCCC4C3)no2)cc1 (stereo not drawn) | ? | /
CCOC(=O)CNC(=O)CNC(=O)c1nn(-c2ccc(OC)c(OC)c2)c(=O)c2ccccc12 | ? | /
Cc1ccc(C(CNC(=O)Nc2ccc(Cl)cc2)N2CCN(C)CC2)cc1 (stereo not drawn) | ? | /
COc1cc(OC)nc(NC(=O)NS(=O)(=O)c2ccccc2Cl)n1 | 12% | 4
CCOc1ccc(C(=O)Nc2ccc3c(c2)OCCO3)cc1[N+](=O)[O-] | -1% | 13
COc1ccc(Oc2cc(C)c3cccc(C)c3n2)cc1 | ? | /
O=C(COC(=O)CNC(=O)c1sc2ccccc2c1Cl)NC1CCS(=O)(=O)C1 (stereo not drawn) | 3% | 5
Cc1ccc(C)c2sc(NC(=O)C3CC3)nc12 | 9% | 11
COc1cc(C(=O)Nc2nnc(CC(=O)NCc3ccccc3)s2)cc(OC)c1OC | ? | /
O=S(=O)(c1cnccc1N1CCN(/N=C/c2ccc(Cl)cc2)CC1)N1CCCCC1 | ? | /

Next section
compound | S3 lipid droplet | S3 lipid droplet cell count max
Cc1ccc2cc3c(N)c(C(=O)N4CCOCC4)sc3nc2c1 | 7% | -4
CCn1c(O)c(C=NC2CCCC(C)C2C)sc1=S (stereo not drawn) | ? | /
Cn1cccc1CNC1CCCC1 | ? | /
N=C1/C(=C/c2ccco2)C(=O)N=C2SC(CC(=O)N3CCCC3)=NN12 | ? | /
CN(C)C(=S)Nc1ccc(Br)c(Cl)c1 | -8% | -13
N=c1ccn(Cc2ccc(F)cc2)cc1 | -8% | -3
CC1CCN(C(=O)CCCN2C(=O)c3cccnc3Oc3ccc(Cl)cc32)CC1 | i | -21
O=C(Cn1nc(C(F)(F)F)c2c1CCC2)NCc1ccc(Cl)cc1 | 5% | -22
CC(=O)c1cc(C)ccc1OC(=O)c1cccnc1 | ? | /
CCCn1c(C(O)c2ccc(OC)c(OC)c2)nc2ccccc21 (stereo not drawn) | ? | /
CC(C)n1c(C(F)(F)F)nc2cc(C(=O)N3CCC(O)CC3)ccc21 | -4% | -5
CC(=O)NCCn1c(SCc2cccc([N+](=O)[O-])c2)nc2ccccc2c1=O | 4% | 0
Cc1nn(C)c(C)c1CN(C(=O)C1CCC(=O)N(C2CCCCCC2)C1)C(C)C (stereo not drawn) | i | 15
Cc1csc(CNc2ncnc3ccc(-c4ccoc4)cc23)c1 | ? | /
COc1cc(/C=N/Nc2ccc(F)cc2F)cc(OC)c1O | -3% | 20
COc1ccc(CNS(=O)(=O)c2ccc(-c3cnc(C4CC4)o3)cc2)cc1 | ? | /
O=C(NCc1ccncc1)/C(=C\c1ccc(F)cc1)NC(=O)c1ccccc1 | ? | /
Cc1ccc(Nc2nc(N/N=C\c3ccc4c(c3)OCO4)nc(N3CCOCC3)n2)cc1 | ? | /
CCc1ccccc1NC(=O)c1cc(-c2cccs2)on1 | ? | /
Cc1noc(NS(=O)(=O)c2ccc(NC(=O)c3ccc(N(C)C)cc3)cc2)c1C | ? | /
O=C(CSc1oc(-c2ccco2)nc1S(=O)(=O)c1ccc(F)cc1)NCC1CCCO1 (stereo not drawn) | ? | /
CCN(C(=O)CN1C(=O)/C(=C/c2ccccc2)SC1=S)C1CCS(=O)(=O)C1 (stereo not drawn) | i | -6
CCc1cc(Cn2nc(-c3ccccc3)cc2C(=O)NCCOC)on1 | ? | /
O=C(COC(=O)c1ccc(NS(=O)(=O)c2cccs2)cc1)NCC1CCCO1 (stereo not drawn) | ? | /
CC(=O)c1ccc(COC(=O)Cc2ccc([N+](=O)[O-])cc2)cc1 | 17% | -1
Cc1ccc2nc(C)cc(Nc3ccc([N+](=O)[O-])cc3)c2c1 | 0% | 6
c1cncc(-c2nc(NCc3cccs3)c3ccccc3n2)c1 | ? | /
O=C(O)/C(CC(=O)c1ccc(Cl)cc1)=N/Nc1ccc([N+](=O)[O-])cc1[N+](=O)[O-] | 15% | 8
COc1ccc(-c2cnc(SCC(=O)Nc3ccc4c(c3)OCO4)n2Cc2ccco2)cc1 | ? | /
O=C(Cc1ccc(-n2cccc2)cc1)NC1CCCCCC1 | 4% | 1
O=C(NC1CCN(C(=O)Nc2ccccc2Cl)CC1)c1ccco1 | ? | /
COc1cccc(-c2nc(CS(=O)(=O)CC(=O)Nc3ccc(C(C)=O)cc3)c(C)o2)c1 | ? | /
CCCCNC(=O)c1cc2ccccc2s1 | ? | /
O=C(c1c(F)cccc1F)N1CCN=C1SCc1ccccc1 | ? | /
CCc1nc(C)cc2c1sc1ccccc12 | 25% | -22
CCOc1ccccc1NC(=O)C(OC(=O)c1ccc(N(C)C)cc1)c1ccccc1 (stereo not drawn) | ? | /
O/N=C1/CCSc2ccccc21 | ? | /
CC(=O)COc1ncnc2c(Cl)cc(Cl)cc12 | i | /
CC(=O)N1CCN=C1SCc1cccc(C(F)(F)F)c1 | ? | /
O=C(CSc1nnc(-c2ccco2)o1)NC1CCCCCC1 | ? | /
Cc1ccc(/C=C(\C#N)C(=O)Nc2c(C)cccc2C)s1 | ? | /
NC(N)=Nc1nc2ccc([N+](=O)[O-])cc2[nH]1 | ? | /

A portion of the library (hit frequency here may not be typical).
